From PubChem
FBW7 act: activators of human E3 ligase FBW7; normalized activity (activation), % at 26.1 µM; 650,000 compounds, 0.13% hits; AlphaScreen FBW7–phospho-cyclin E peptide binding, activator screen; in the data active = normalized activity above about 1.9%;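 note: purified mutant Fbw7 with reduced substrate affinity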
Target sequence (Q969H0 whole entry, looked up): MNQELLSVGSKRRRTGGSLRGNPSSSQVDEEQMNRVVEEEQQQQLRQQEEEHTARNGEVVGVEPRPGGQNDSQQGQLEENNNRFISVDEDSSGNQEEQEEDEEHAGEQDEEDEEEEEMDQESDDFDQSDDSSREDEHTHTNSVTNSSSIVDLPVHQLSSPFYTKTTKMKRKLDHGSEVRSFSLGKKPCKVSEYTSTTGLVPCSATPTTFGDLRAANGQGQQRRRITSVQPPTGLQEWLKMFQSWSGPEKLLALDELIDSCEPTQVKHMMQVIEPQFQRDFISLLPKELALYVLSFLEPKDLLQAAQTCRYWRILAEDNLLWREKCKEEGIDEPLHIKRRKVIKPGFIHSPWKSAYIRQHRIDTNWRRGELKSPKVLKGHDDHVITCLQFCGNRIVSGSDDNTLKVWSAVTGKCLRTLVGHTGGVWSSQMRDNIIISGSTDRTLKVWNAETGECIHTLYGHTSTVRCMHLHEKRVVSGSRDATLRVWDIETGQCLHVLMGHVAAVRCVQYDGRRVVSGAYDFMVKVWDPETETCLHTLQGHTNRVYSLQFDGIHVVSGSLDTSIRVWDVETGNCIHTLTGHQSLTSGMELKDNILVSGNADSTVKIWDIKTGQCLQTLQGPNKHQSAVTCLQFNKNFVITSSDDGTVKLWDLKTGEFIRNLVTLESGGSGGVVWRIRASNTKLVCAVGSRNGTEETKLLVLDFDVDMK
TEAD-YAP inh: TEAD-YAP interaction inhibition; HEK-TIYL cells, TEAD-Gal4/YAP UAS-luciferase luminescence; inhibition, % at 9.12 µM; 640,000 compounds, 1.4% hits; in the data active = inhibition above about 32%;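 note: 0% = median of test compound wells and 100% = reference inhibitor wells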
MITF inh: human MITF inhibition, primary screen. O75030. AlphaScreen MITF homodimerization, bead proximity signal. inhibition, % at 2.6 µM. 650,000 compounds, 0.91% hits; in the data active = inhibition above about 50%;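 note: 0% = vehicle wells with protein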
GPR151 ag: human GPR151 activation; 650,000 compounds, 1% hits; Q8TDV0; activation, % at 11.2 µM; PathHunter beta-arrestin GPR151 cells, luminescence; in the data active = activation above about 4.9%;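 note: 0% = median of compound wells and 100% = cells with positive control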
Target sequence (Q8TDV0 whole entry, looked up): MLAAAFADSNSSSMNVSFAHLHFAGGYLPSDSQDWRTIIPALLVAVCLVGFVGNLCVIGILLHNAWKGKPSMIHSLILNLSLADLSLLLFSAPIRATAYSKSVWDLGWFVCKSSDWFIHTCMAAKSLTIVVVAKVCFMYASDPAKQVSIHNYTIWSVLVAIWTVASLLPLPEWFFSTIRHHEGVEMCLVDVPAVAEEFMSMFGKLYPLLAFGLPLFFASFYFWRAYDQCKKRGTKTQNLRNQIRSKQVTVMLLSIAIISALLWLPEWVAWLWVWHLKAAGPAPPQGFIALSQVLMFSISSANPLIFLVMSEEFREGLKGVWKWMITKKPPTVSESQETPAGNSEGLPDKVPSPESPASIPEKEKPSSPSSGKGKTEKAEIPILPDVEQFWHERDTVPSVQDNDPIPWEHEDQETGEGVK
* = called active by the depositor. The order is random (roughly 3.5% active in at least one column).

SMILES	FBW7 act	TEAD-YAP inh	MITF inh	GPR151 ag
Oc1ccc(C2N(c3ccccc3)CCN2c2ccccc2)cc1Br	-0.2	-56	6	1.1
CCOc1ccc(/C=C2/SC(N)=NC2=O)c(OCC)c1	0.7	-6	9	-2.0
CC(O)(c1ccc(F)cc1)C(CN1CCOCC1)c1ccccc1 (stereo unspecified)	0.0	-5	15	0.4
CCCNC(=O)c1cccc(Nc2cc(OC)c(OC)c(OC)c2)c1	0.1	-4	2	1.4
CCCc1cc(=O)n2[nH]c(COC)c(-c3ccccc3)c2n1	0.7	8	14	1.3
Cc1ccc2nc(NC(=O)C3=COCCO3)sc2c1	0.3	66*	9	-11
Cc1cccc(NC(=O)Cn2ccn(-c3cccc(Cl)c3)c(=O)c2=O)c1	0.4	14	3	-1.1
OC(CNc1ccc(Br)cc1)Cn1c2ccc(Br)cc2c2cc(Br)ccc21 (stereo unspecified)	0.3	4	19	0.1
C=CCOC(=O)/C(=C\c1ccc([N+](=O)[O-])cc1)NC(=O)c1cccc(Br)c1	0.0	-4	-20	-0.6
Cc1cc(C)n2nc(S(=O)(=O)N3CCCC(C(=O)O)C3)nc2n1 (stereo unspecified)	-0.1	15	0	-1.2
COc1ccc(Cl)cc1NC(=O)Cn1cnc2c(cnn2-c2ccc(C)c(C)c2)c1=O	0.0	10	0	-1.2
CC1(C)Oc2ccc(C(=O)NC3CC3)cc2N(Cc2ccc(F)cc2)C1=O	0.2	1	11	-0.8
Nc1cccc(-c2cncc(-c3ccc(O)cc3)n2)c1	-0.2	3	-3	0.9
CCCN1CCN(c2ncnc3sc(C(=O)N4CCCCCC4)c(C)c23)CC1	0.1	-6	-5	0.4
NC(=O)NC(=O)CSc1nnc(-c2ccc(Cl)cc2)n1CC1CCCO1 (stereo unspecified)	0.0	9	12	-2.7
COc1ccc(CCNC(=O)CN(C)c2nn3c(=O)cc(C)nc3s2)cc1OC	0.0	-8	1	0.0
Cc1ccc(Cn2nnc3c(=O)[nH]c(C4CCCN(C(=O)CC(C)C)C4)nc32)cc1 (stereo unspecified)	0.2	0	-1	0.4
COc1ccc2c(c1)sc(=NC(=O)C(C)(C)C)n2C	0.1	-59	-9	-0.6
COc1ccc(OC)c(/C=N/NC(=O)CCCC(=O)NC2CCCCC2)c1	0.2	8	-2	1.7
COc1ccc(NC(=O)c2ccc(S(=O)(=O)N3CCc4ccccc4C3)cc2)c([N+](=O)[O-])c1	0.0	4	-10	-0.2

Single records, as listed above. Order of values: FBW7 act | TEAD-YAP inh | MITF inh | GPR151 ag
Listed for `COc1ccc(Cl)cc1NC(=O)Cn1cnc2c(cnn2-c2ccc(C)c(C)c2)c1=O` : 0.0 | 10 | 0 | -1.2
Listed for `Cc1cccc(NC(=O)Cn2ccn(-c3cccc(Cl)c3)c(=O)c2=O)c1` : 0.4 | 14 | 3 | -1.1
Listed for `OC(CNc1ccc(Br)cc1)Cn1c2ccc(Br)cc2c2cc(Br)ccc21` (stereo unspecified) : 0.3 | 4 | 19 | 0.1
Listed for `Cc1ccc2nc(NC(=O)C3=COCCO3)sc2c1` : 0.3 | 66* | 9 | -11
Listed for `CCCN1CCN(c2ncnc3sc(C(=O)N4CCCCCC4)c(C)c23)CC1` : 0.1 | -6 | -5 | 0.4

Returning to the listing; the two compounds before the break are reprinted first.
SMILES	FBW7 act	TEAD-YAP inh	MITF inh	GPR151 ag
COc1ccc(OC)c(/C=N/NC(=O)CCCC(=O)NC2CCCCC2)c1	0.2	8	-2	1.7
COc1ccc(NC(=O)c2ccc(S(=O)(=O)N3CCc4ccccc4C3)cc2)c([N+](=O)[O-])c1	0.0	4	-10	-0.2
Cc1cc(N2C(=O)c3ccc4c5c(ccc(c35)C2=O)CC4)ccc1I	0.3	0	10	-0.5
CC(=O)c1sc(NC(=O)c2ccccc2I)nc1C	-0.1	-3	-13	-2.9
COc1ccc(Cl)cc1Nc1nnc(-c2cc3cc([N+](=O)[O-])ccc3oc2=O)s1	0.5	0	-3	-1.7
CCn1c(N2CCCC(C(=O)NCC(N)=O)C2)nc2ccccc21 (stereo unspecified)	-0.1	4	-12	-1.2
CCN1CC2=C(OC(N)=C(C#N)C2c2ccc(OC)cc2)/C(=C\c2ccc(OC)cc2)C1 (stereo unspecified)	-0.2	0	4	-0.4
Cc1cc(/C=N/NC2CCS(=O)(=O)C2)c(C)n1-c1cc(Cl)ccc1Cl (stereo unspecified)	0.2	4	7	0.0
CC(=O)C1C(=O)C=C(c2ccco2)CC1c1ccccc1 (stereo unspecified)	-0.2	-6	0	0.5
Cc1nc2cc(NC(=O)CS(=O)(=O)c3ccc(F)cc3)ccc2s1	0.1	-24	-5	-1.7
O=C(O)c1cccnc1SCC(=O)N1CCCCCC1	0.1	4	4	-0.6
CC(=O)NC(CC(C)C)c1nnc2n1CCN(C(=O)c1csc(C)n1)CC2 (stereo unspecified)	-0.2	5	9	4.5
COC(=O)c1cc(NC(=O)Cn2cnc3ccccc3c2=O)cc(C(=O)OC)c1	-0.1	-12	2	-0.7
CCCCCCOc1cccc(-n2c(-c3ccc(Br)cc3)cn3c4c(=O)n(C)c(=O)n(C)c4nc23)c1	0.0	-8	-9	-0.3
COC(=O)c1ccc(-n2c(C)cc(C(=O)COc3ccc4c(c3)OCO4)c2C)cc1	-0.2	-7	2	-2.8
O=C(Nc1cnc2cnc(-c3ccc4ccccc4c3)cn12)c1cccs1	-0.1	11	-6	-0.9
C=CCNC(=S)N1CCc2cc(OC)c(OC)cc2C1	0.0	-10	3	1.5
COc1ccc(C2C(C#N)=C(N)N(c3ccc(OC)cc3)C3=C2C(=O)CC(C)(C)C3)cc1 (stereo unspecified)	0.0	-23	-2	1.6
OC(c1nnc(-c2ccccc2)o1)c1ccc(Br)cc1F (stereo unspecified)	0.2	7	6	0.7
COc1ccc(/C=C/C2=CCN(CC(O)c3ccccc3)CC2)cc1 (stereo unspecified)	0.1	11	12	0.1
C/C=C/C(=O)NC(=S)NNC(=O)C(Oc1ccccc1)Oc1ccccc1	-0.5	5	5	-0.5
C(=N\Nc1nn[nH]n1)/c1c2ccccc2cc2ccccc12	-0.5	10	26	-1.3

Seven compounds from above, showing only GPR151 ag and MITF inh.
structure | GPR151 ag | MITF inh
Cc1nc2cc(NC(=O)CS(=O)(=O)c3ccc(F)cc3)ccc2s1 | -1.7 | -5
CC(=O)NC(CC(C)C)c1nnc2n1CCN(C(=O)c1csc(C)n1)CC2 (stereo unspecified) | 4.5 | 9
O=C(O)c1cccnc1SCC(=O)N1CCCCCC1 | -0.6 | 4
O=C(Nc1cnc2cnc(-c3ccc4ccccc4c3)cn12)c1cccs1 | -0.9 | -6
CCn1c(N2CCCC(C(=O)NCC(N)=O)C2)nc2ccccc21 (stereo unspecified) | -1.2 | -12
CC(=O)c1sc(NC(=O)c2ccccc2I)nc1C | -2.9 | -13
COC(=O)c1ccc(-n2c(C)cc(C(=O)COc3ccc4c(c3)OCO4)c2C)cc1 | -2.8 | 2

Later entries
SMILES	FBW7 act	TEAD-YAP inh	MITF inh	GPR151 ag
O=C(NC1CC1)c1ccc(-c2nc(NCc3nc4ccccc4[nH]3)c3[nH]cnc3n2)cc1	-0.3	0	10	-1.0
Cc1ccccc1NC(=O)CN1C(=O)CC(c2ccco2)Sc2ccccc21 (stereo unspecified)	0.1	-2	-5	4.6
CCCOC(=O)C1=C(C)NC2=C(C(=O)CCC2)C1c1ccc(O)c(OCC)c1 (stereo unspecified)	0.0	5	5	0.3
COc1cccc(NC(=O)CSc2nc3nc(C)cc(C)n3n2)c1	0.5	11	12	-1.5
Cc1nnsc1C(=O)NCC1CCC(c2nc3ccccc3n2C)CC1 (stereo unspecified)	-0.1	5	13	-1.1
O=C(NCc1cccnc1)[C@@H]1C[C@H](NCc2cccc(F)c2)CN1Cc1ccccc1	-0.1	-2	-2	-0.3
CCC1CCCCN1S(=O)(=O)c1ccc(NC(=O)COc2ccc(OC)cc2)cc1 (stereo unspecified)	0.6	-7	6	-0.8
COC(=O)c1ccccc1NC(=O)CN(C1CCCCC1)S(=O)(=O)c1ccc(F)cc1	0.4	-3	1	0.0
Cc1cc(OC(=O)c2ccccc2Cl)c([N+](=O)[O-])c(=O)[nH]1	0.1	-4	-15	-1.6
COc1ccc(C2CC(c3cccs3)=NN2C(=O)CSc2nnc(CNC(=O)c3ccco3)n2-c2ccccc2OC)cc1 (stereo unspecified)	-0.1	11	6	0.6
CC1=C(C(=O)OC2CCCC2)C(c2ccccc2Cl)NC(=O)N1 (stereo unspecified)	0.1	-15	-3	1.1
COc1cccc2cc(C(=O)Nc3cccc(C(F)(F)F)c3)c(=N)oc12	0.1	9	14	1.0
CCOc1cccc(N2C(=O)/C(=C/c3ccccc3)C(=O)NC2=S)c1	-0.1	2	-2	-1.4
CC1CCCN1CC(O)COc1ccccc1 (stereo unspecified)	-0.2	1	5	2.2
COCc1c(C(=O)OCN2C(=O)c3ccccc3C2=O)oc2ccccc12	-0.1	0	-7	0.2
CCOC(=O)CSc1nc2sc3c(c2c(=O)n1C1CCCCC1)CCN(C)C3	2.3*	15	4	-0.5
COc1cc(C(c2c(C)[nH][nH]c2=O)c2c(C)[nH][nH]c2=O)ccc1OCc1ccccc1Cl	-0.5	-9	2	0.2
CC(C)(O)C#Cc1ccc(C(=O)NC(C(=O)O)c2ccccc2)s1 (stereo unspecified)	0.5	0	23	0.4
O=[N+]([O-])c1ccc2nonc2c1Nc1ccc(Oc2ccccc2)cc1	-0.1	1	2	0.0
Cc1cc(Oc2ccc([N+](=O)[O-])cc2)nc(NCc2ccccc2)n1	0.2	3	16	-0.3
COc1ccc(OCc2c(C#N)c3ccccc3n2C)cc1	0.2	-75	-13	0.5
O=C(CNc1ccc(F)cc1)N/N=C/c1ccc(OC(F)F)cc1	-0.2	-1	0	-0.8
C=CCNC(=O)c1cnc2n(c1=O)CCS2	-0.2	0	-9	0.9
CC(C)C(NC(=O)c1ccccn1)c1nnc2n1CCN(C(=O)C1CCOC1)CC2 (stereo unspecified)	0.0	2	-2	-0.1
CC1CCC/C(=N\Nc2ccc(Cl)c(C(=O)O)c2)C1 (stereo unspecified)	0.0	-11	11	-0.6
COc1ccccc1OCC(=O)Nc1cc(C(F)(F)F)ccc1Cl	0.2	6	15	0.0
COc1ccc(C2C(C(=O)N3CCN(c4ccccc4F)CC3)c3cc(OC)c(OC)cc3C(=O)N2C)cc1OC (stereo unspecified)	0.1	4	1	-0.5
O=C(Nc1ccccc1Cl)NC1(C(=O)Nc2ccc3c(c2)OCO3)CCCCC1	-0.1	-9	-3	-0.7
O=C(COc1cccc2ccccc12)N/N=C/c1ccccc1[N+](=O)[O-]	0.0	9	8	1.1
O=C(CCCOc1ccccc1)NC12CC3CC(CC(C3)C1)C2	0.1	-45	-23	0.2
O=C1CSC(c2ccc(F)cc2)N1c1ccc(Oc2ccccc2)cc1 (stereo unspecified)	0.5	7	10	0.9
O=C(Nc1ccc2c(c1)OCO2)c1cccc2ccccc12	0.0	-21	-3	0.0
CC(C)=C1C2C=CC1C1C(=O)N(c3cc(Cl)ccc3C)C(=O)C21 (stereo unspecified)	0.4	-2	4	1.8
O=C(NCc1cccnc1)c1ccc(N2CCC(NCCC3=CCCCC3)CC2)cc1	0.6	2	4	-0.7
O=C(Cc1ccc(F)cc1)NC1CCSC1=O (stereo unspecified)	0.0	10	6	0.6
Cc1cccc(C)c1N(Cc1c(F)cccc1F)C(=O)c1c(F)cccc1F	0.5	17	6	1.3
Cc1nc(NCc2ccccc2)nc2c1cc(Br)c(=O)n2Cc1ccccc1	0.1	-2	-16	-0.7
O=C(NCc1ccccc1F)C1CCN(C(=O)c2sccc2-n2cccc2)CC1	0.0	-5	-9	-0.1
CCC(CC)C(=O)N1CCC2(CC1)CC(=O)c1ccccc1O2	0.1	1	-3	1.8
O=C(c1cccc(F)c1)N1CCN(S(=O)(=O)c2cc3c4c(c2)CCC(=O)N4CCC3)CC1	-0.2	-3	-3	2.8
COc1cc(Nc2nc(SCC(=O)NCCc3ccc(S(N)(=O)=O)cc3)nc3ccccc23)cc(OC)c1OC	0.7	3	31	-1.2
COc1ccc(/C(N)=N/OC(=O)COc2ccc(Cl)c(C)c2)cc1OC	-0.3	-1	-7	-0.1
O=C(C1CC1)N1CCC(O)(c2ccccn2)CC1	0.0	-4	1	0.7
CCCOc1ccc(C2CC(=O)NC3=C2C(=O)CC(c2ccc(OC)c(OC)c2)C3)cc1 (stereo unspecified)	-0.1	10	6	0.7
CCn1c(COc2ccc(=O)n(-c3ccccc3)n2)n[nH]c1=S	-0.1	-6	-2	-1.2
Cc1ccc(C(=O)N/C(=C\c2ccco2)C(=O)NCCN2CCCCC2)cc1C	1.3	-5	58*	-1.3
Cc1ccc(/C=C(\C#N)C(=O)Nc2ccc(Cl)cc2Cl)o1	-0.1	-19	8	0.5
CCC(C)NC(=O)C1CCN(S(=O)(=O)N2CCCCC2)CC1 (stereo unspecified)	-0.2	-3	-10	-1.1
O=S(=O)(c1ccc(S(=O)(=O)N2CCCCC2c2cccnc2)cc1)N1CCOCC1 (stereo unspecified)	-0.1	-9	8	0.3
COc1cc([N+](=O)[O-])c(Cl)c([N+](=O)[O-])c1OC	-0.1	-1	0	1.0
CCC1CN(CCC(=O)NCCSc2nncn2C)Cc2cc(OC)ccc2O1 (stereo unspecified)	-0.1	-3	-10	-0.3
CCCNC(=O)c1ccc2c(c1)ncn2-c1cccc(Cl)c1	0.1	-24	-5	-1.4
CN1[C@H](C(=O)Nc2sc3c(c2C(N)=O)CCCC3)C[C@H](c2ccco2)NS1(=O)=O	-0.2	15	7	-0.2
CC(C)c1ccc2[nH]c3nc(SCC(=O)NCc4ccco4)nnc3c2c1	0.2	-10	14	-0.4
CCOC(=O)N1CCN(C(=O)C(C)N(c2ccc(OCC)cc2)S(C)(=O)=O)CC1 (stereo unspecified)	0.0	0	-15	1.1
O=C(NCCCO)c1cn(C2CCN(C3CCN(CCc4ccccc4)CC3)CC2)nn1	-0.1	-1	-1	-1.1
